TDP43 rescue = qHTS of TDP-43 Inhibitors. Potency, µM (top dose mostly 46.1 µM), for inactives: at the top dose growth rescue (activation), actives largely listed as activators. 410,000 tested, 1.8% active. TDP-43 expressing yeast growth rescue, BacTiter-Glo, 24 h; further: % of control where 0% means no effect; nearly all actives have a fitted effect of over 50% in size
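Cell-based yeast growth screen: TDP-43 expression induced in galactose, inoculum OD600=0.02 after raffinose pregrowth to mid-log. Read-out BacTiter-Glo luminescence at 24 hr, 30 deg C; inhibition of toxicity seen as signal increase.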
GLP1R cytotox = qHTS of GLP-1 Receptor Inverse Agonists: Cytotox Screen; HEK293 cAMP-luciferase reporter cells, luminescence, 24 h; Potency, µM (top dose mostly 38.3 µM), for the others: top-dose activity change, negative = inhibition, usual class: inhibitors; 410,000 tested, 0.13% active; AID 624418, 2012;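 further: loss of luciferase light is scored as toxicity; on the % scale 0 is the no-effect control and ±100 the full control effect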
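To flag toxic compounds, the library was rerun on cells for 24 hr at 37 deg C and 5% CO2. Viability-linked luminescence was captured 12 min after adding luciferase detection reagent.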
GLP-1R agonist = qHTS of GLP-1 Receptor Agonists; Potency, µM (top dose mostly 45.6 µM), for the others: at the top dose activation, hits mostly activators; 380,000 tested, 0.007% active; AID 624172, 2012; HEK293 GLP-1R CRE-luciferase, luminescence, 4-6 h; cells express a hypersensitive GLP-1R form; further: % of control where 0% means no effect
Target sequence (P43220 whole entry, looked up): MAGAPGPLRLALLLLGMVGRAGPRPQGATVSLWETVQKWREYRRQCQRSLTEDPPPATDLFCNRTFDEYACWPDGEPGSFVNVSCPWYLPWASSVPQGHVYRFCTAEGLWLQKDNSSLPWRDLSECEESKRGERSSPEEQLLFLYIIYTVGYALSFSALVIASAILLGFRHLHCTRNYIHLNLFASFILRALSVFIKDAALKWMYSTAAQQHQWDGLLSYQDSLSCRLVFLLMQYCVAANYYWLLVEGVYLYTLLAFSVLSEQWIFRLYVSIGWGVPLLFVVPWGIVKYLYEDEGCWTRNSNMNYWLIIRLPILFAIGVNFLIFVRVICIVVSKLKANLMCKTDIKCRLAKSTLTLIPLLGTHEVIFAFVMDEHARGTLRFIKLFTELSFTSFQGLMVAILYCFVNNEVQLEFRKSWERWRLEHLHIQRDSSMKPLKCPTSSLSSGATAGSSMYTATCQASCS
HT1080 IDH1KD tx = qHTS for induction of synthetic lethality in tumor cells producing 2HG: qHTS for the HT-1080-IDH1KD cell line; HT-1080 IDH1 knockdown viability, ATP luminescence, 48 h; 360,000 tested, 2% active; Potency, µM (highest dose often 46.1 µM), for the others: at the highest dose activity, negative = toxicity, most hits filed as cytotoxic;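 further: 0% = DMSO wells and -100% = cell-free medium wells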
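CellTiter-Glo luminescence after 48 h compound exposure at 37 degrees C of IDH1-knockdown HT-1080 cells in 5% FBS RPMI. %Activity scaled between DMSO wells and cell-free media wells, with curves fitted and assigned curve classes.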
GLP-1R inv ag = qHTS of GLP-1 Receptor Inverse Agonists (Inhibition Mode) | HEK293 GLP-1R CRE-luciferase, luminescence, 24 h; GLP-1R form is constitutively active | AID 624417, 2012 | Potency, µM (doses to about 38.3 µM), inactives show at the highest dose activity change, negative = inhibition, usual class: inhibitors | 410,000 tested, 1.6% active | Glucagon-like peptide 1 receptor (Homo sapiens), P43220; further: on the % scale 0 is the no-effect control and ±100 the full control effect; nearly all actives have a fitted effect of over 55% in size
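Assay principle: reduced luminescence from a cAMP-responsive reporter in HEK293 cells co-expressing a constitutively active GLP-1R. Conditions: 24 hr compound incubation, 37 deg C, 5% CO2.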
KB-V1 MDR tox = qHTS assay for MDR1-selective chemotherapeutics: Primary screen using the drug-selected MDR subline cells KB-V1; KB-V1 MDR cells viability, CellTiter-Glo, 72 h; Potency, µM (top dose mostly 46.1 µM), without a hit: at the top dose activity change, negative = cytotoxicity, most hits filed as cytotoxic; 400,000 tested, 3.4% active; further: on the % scale 0 is the no-effect control and ±100 the full control effect; nearly all actives have a fitted effect of over 60% in size
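KB-V1 cells (P-gp-expressing MDR subline of KB-3-1) in phenol-red-free DMEM with 10% FBS were exposed to library compounds over a concentration series for 72 h at 37 degrees C. Viability read by CellTiter-Glo luminescence; concentration-effect curves fitted after normalization.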
SW480 rereplic = A quantitative high throughput screen for small molecules that induce DNA re-replication in SW480 colon adenocarcinoma cells; AID 624297, 2012; SW480 DNA re-replication, Hoechst DNA content imaging, 48 h; 340,000 tested, 1.8% active; Potency, µM (doses to about 46.1 µM), inactives show top-dose re-replication activation, usual class: activators; further: % of control where 0% means no effect; nearly all actives have a fitted effect of over 55% in size
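DNA re-replication was detected as more nuclei of elevated Hoechst intensity after 48 hr exposure to compound (23 nL pinned per well of 250 cells).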
KB-3-1 cytotox = qHTS assay for MDR1-selective chemotherapeutics: Primary screen using the parental adenocarcinoma cell KB-3-1 | KB-3-1 viability, CellTiter-Glo ATP luminescence, 72 h | 400,000 tested, 1.4% active | Potency, µM (highest dose often 46.1 µM), for inactives: at the highest dose activity change, negative = cytotoxic, hits mostly cytotoxic; further: on the % scale 0 is the no-effect control and ±100 the full control effect; nearly all actives have a fitted effect of over 60% in size
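Multi-concentration cytotoxicity screen in KB-3-1 cells grown in DMEM lacking phenol red with 10% FBS. After 72 h at 37 °C with compound, ATP-dependent luminescence was recorded.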
HT1080NT lethal = qHTS for induction of synthetic lethality in tumor cells producing 2HG: qHTS for the HT-1080-NT fibrosarcoma cell line; 360,000 tested, 1.6% active; HT-1080-NT fibrosarcoma viability, CellTiter-Glo ATP luminescence, 48 h; Potency, µM (series often up to 46.1 µM), without a hit: at the top dose activity, negative = less viability, most hits filed as cytotoxic;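 further: NT is the 2HG producing partner of a matched IDH1 knockdown line; 0% = DMSO-treated cells and -100% = media-only wells without cells; nearly all actives have a fitted effect of over 55% in size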
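Compounds were tested in concentration-response format on HT-1080-NT cells for 48 hours at 37 degrees C. Cell viability came from CellTiter-Glo luminescence; curves were classified by r2, response magnitude and activity.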
* = called active by the depositor; ? = inconclusive; · = no result given; [ ] = dose if it differs, or a comment. The call rests on the fitted dose curve; in most records, active means well fitted curve in the direction sought with a large enough effect; inconclusive means small, poorly fitted or top-dose-only effect, or another doubt; inactive means no such curve, though single readings can be large; an effect the other way counts as inactive or inconclusive. Potency means the concentration at half of the fitted maximal effect.

SMILES | TDP43 rescue | GLP1R cytotox | GLP-1R agonist | HT1080 IDH1KD tx | GLP-1R inv ag | KB-V1 MDR tox | SW480 rereplic | KB-3-1 cytotox | HT1080NT lethal
CCOc1ccc(N2C(=O)CS(=O)(=O)C23C(=O)N(Cc2cccc(Cl)c2)c2ccccc23)cc1 (stereo not drawn) | 16.6% | 2.0% | 2.7% | · | -29.0% | -3.7% | · | -13.5% | ·
O=C(NCc1cccnc1)C12CC3CC(CC(Cl)(C3)C1)C2 | -14.7% | 0.3% | -5.9% | 11.2% | -11.3% | 12.7% | -1.3% | 0.0% | -3.4%
Cc1onc(-c2c(F)cccc2Cl)c1C(=O)NCc1cccs1 | -19.7% | 11.7% | 11.2% | -8.7% | -12.6% | -24.9% | 2.3% | -11.6% | 12.2%
CCCCCOc1ccc(C(C)(O)C(CN2CCOCC2)c2ccccc2)cc1 (stereo not drawn) | 0.6% | -21.6% | 8.1% | -2.0% | ? | -1.1% | 5.1% | -1.3% | -9.1%
O=C(OC1CCOC1=O)c1ccc(N2CCCC2)c([N+](=O)[O-])c1 (stereo not drawn) | · | -15.3% | -0.4% | -0.8% | 2.2% | ? | ? | ? | -10.1%
COc1ccccc1C(=O)O/N=C(/C)c1ccc(N2C(=O)C3CCCCC3C2=O)cc1 (stereo not drawn) | 14.4% | -14.8% | 0.1% | 1.4% | -13.2% | 11.8% | -2.5% | 5.5% | 6.5%
CCOC(=O)CC(NC(=O)Cn1nnc(-c2ccccc2)n1)c1ccc(OC)cc1 (stereo not drawn) | -7.4% | -11.2% | 6.6% | -4.0% | ? | -4.3% | 0.0% | -4.6% | -14.2%
O=c1oc2ccccc2cc1-c1csc(Nc2nc3c(F)cccc3s2)n1 | -3.1% | 19.6% | 16.8% | ? | 9.8% | ? | · | 16.4µM* | -9.8%
CCOC(=O)Cc1csc(NC(=O)Cc2ccc([N+](=O)[O-])cc2)n1 | 0.0% | -9.6% | -4.3% | -5.0% | 13.1% | ? | -1.6% | 1.1% | 0.4%
Cc1cc(N2CC(C(=O)NCc3cccnc3)CC2=O)ccc1C(C)C (stereo not drawn) | -3.0% | 3.5% | 11.6% | 1.7% | -26.2% | -4.2% | -3.4% | -4.3% | -0.8%
O=S(=O)(NC1CCCCC1NS(=O)(=O)c1ccc(F)cc1)c1ccc(F)cc1 (stereo not drawn) | -14.8% | 10.5% | 21.5% | 6.1% | -19.1% | -3.0% | ? | -15.5% | -4.6%
CCOC(=O)N1CCN(Cc2nc3cc([N+](=O)[O-])ccc3n2C)CC1 | 1.7% | -0.2% | 9.2% | -6.9% | -16.4% | 3.0% | 29.9% | 4.1% | -17.5%

Two of the compounds above, field by field.
COc1ccccc1C(=O)O/N=C(/C)c1ccc(N2C(=O)C3CCCCC3C2=O)cc1 (stereo not drawn)
  TDP43 rescue = 14.4%
  GLP1R cytotox = -14.8%
  GLP-1R agonist = 0.1%
  HT1080 IDH1KD tx = 1.4%
  GLP-1R inv ag = -13.2%
  KB-V1 MDR tox = 11.8%
  SW480 rereplic = -2.5%
  KB-3-1 cytotox = 5.5%
  HT1080NT lethal = 6.5%

CCOC(=O)CC(NC(=O)Cn1nnc(-c2ccccc2)n1)c1ccc(OC)cc1 (stereo not drawn)
  TDP43 rescue = -7.4%
  GLP1R cytotox = -11.2%
  GLP-1R agonist = 6.6%
  HT1080 IDH1KD tx = -4.0%
  GLP-1R inv ag = ?
  KB-V1 MDR tox = -4.3%
  SW480 rereplic = 0.0%
  KB-3-1 cytotox = -4.6%
  HT1080NT lethal = -14.2%

Following part:
SMILES | TDP43 rescue | GLP1R cytotox | GLP-1R agonist | HT1080 IDH1KD tx | GLP-1R inv ag | KB-V1 MDR tox | SW480 rereplic | KB-3-1 cytotox | HT1080NT lethal
CCOC(=O)c1cn[nH]c1NC(=S)Nc1ccc(Cl)cc1 | ? | -6.2% | -15.1% | -23.5% | ? | -14.9% | -2.2% | -11.9% | -14.7%
CCOP(=O)(Cc1ccc(C(C)(C)CC(C)=O)o1)OCC | 6.3% | 0.6% | -5.8% | -0.9% | 2.7% | 4.4% | ? | -21.1% | -0.4%
CC(NCC(=O)Nc1ccccc1C(=O)NC1CC1)c1ccc(S(C)(=O)=O)cc1 (stereo not drawn) | 9.2% | -25.1% | -6.5% | 0.3% | 14.0% | 0.0% | 2.9% | -5.4% | 7.3%
O=C(CBr)c1ccc([N+](=O)[O-])c(CS(=O)(=O)c2ccc(Cl)cc2)c1 | 7.3% | 6.1% | -6.7% | 0.9% | -22.0% | 5.1% | 15.3% | 3.5% | 3.4%
CCCN(CC(=O)Nc1ccccc1OC)C(=O)c1cc(-c2cccs2)nn1-c1ccccc1 | 17.6% | 10.3% | 4.3% | -18.8% | 11.2µM* | -25.0% | ? | -11.2% | -0.6%
Cc1nnc(-c2cnn(-c3ccccc3)c2N)n1Cc1ccc(F)cc1 | -0.9% | -8.8% | -5.5% | -11.0% | 26.2% | -1.3% | -8.5% | 11.1% | -0.4%
CCCCC(=O)Nc1nnc(C)s1 | 17.4% | 0.2% | 2.0% | 21.9% | 2.3% | 10.1% | -1.7% | 3.3% | 19.9%
Cc1ccccc1Cc1ccc(Cl)nn1 | 4.4%[9.22 µM] | 8.0%[7.66 µM] | 2.2% | 10.4% | 1.2%[7.66 µM] | ? | 0.9% | 6.5% | 6.7%
CCCC(=O)c1ccc(N2CCCC2)c(F)c1 | 11.2% | 12.5% | 0.7% | 12.3% | 38.4%[activator] | 13.7% | 1.5% | -2.8% | 17.0%
O=C(CN1CCN(S(=O)(=O)c2ccc(F)cc2)CC1)c1ccc(O)c(O)c1 | -15.3% | 3.9% | 3.9% | -3.0% | 47.8%[activator] | -20.2% | -0.6% | ? | -3.1%
O=C(CN1CC(=O)Oc2ccccc21)OCC(=O)c1ccccc1 | -21.4% | 3.9% | -4.5% | ? | 20.4% | 0.9% | 0.7% | 5.4% | -26.2%
O=C(O)CCCCCN1C(=O)CCC1=O | 10.5% | -9.3% | -13.3% | 2.1% | 6.6% | 6.1% | -4.2% | -0.6% | 8.9%
CCC(=O)NC(=S)Nc1cccc(Cl)c1N1CCCC1 | 0.0% | ? | 9.1% | -9.6% | 5.62µM* | -4.7% | 1.0% | 13.9% | -5.4%
COc1ccc(NC(=O)C(NS(=O)(=O)c2ccc3c(c2)CCCC(=O)N3)C(C)C)c(OC)c1 (stereo not drawn) | -4.5% | -5.8% | · | · | 6.3% | -5.9% | · | -1.1% | ·
Cc1nn(CC(=O)NCc2ccccc2)c(=O)c2cccn12 | 7.8% | -11.9% | 2.1% | 9.5% | 15.7% | 9.1% | -4.6% | -0.6% | 7.2%
Cc1ccc(NC(=O)Nc2nnc(N3CCCC3)s2)cc1 | 23.8%[9.22 µM] | -5.7% | · | · | 2.9% | 0.0% | · | 5.9% | ·
CCCCNC(=O)C1C(c2ccc(C(F)(F)F)cc2)=Nc2ccccc2N1C(=O)c1cccc2ccccc12 (stereo not drawn) | 15.2% | 23.0% | · | -17.6% | ? | -17.0% | · | 2.9% | -20.0%
CC(C)C(=O)N1CCc2cc(-c3csc(N)n3)ccc21 | -17.5% | -4.5% | 20.1% | -27.2% | 30.1%[activator] | -11.3% | 3.1% | 14.9% | 7.2%
Cc1cccc(-n2cc(CN3CCN(Cc4nccn4C)CC3)c(-c3cccc(F)c3)n2)c1 | 5.8% | ? | 13.9% | ? | 4.47µM* | -20.5% | 0.9% | -7.9% | -24.8%
CCN(c1ccccc1)S(=O)(=O)c1ccc(C(=O)Nc2cccc(C)n2)cc1 | 26.3% | 1.3% | -3.1% | -14.5% | ? | 1.8% | -12.7% | ? | 0.0%
Cn1c(CN2CCOCC2)nc2cc(NC(=O)c3ccc(F)cc3)ccc21 | -14.3% | 7.1% | 10.8% | -0.5% | 6.8% | 16.4µM* | -27.3% | 0.0% | -9.5%
CC(C)c1ccc(/C=c2\sc3n(c2=O)C(N)=C(C#N)C(c2ccc(C(C)C)cc2)C=3C(N)=O)cc1 (stereo not drawn) | -12.8% | 0.0% | 16.4% | -20.8% | -6.9% | 16.8% | ? | ? | -15.5%
O=C(O)c1cccc2c1C(=O)c1ccccc1C2=O | -1.8% | -9.2% | -0.2% | 13.8% | -13.6% | 9.5% | -3.4% | -8.1% | ?
CCNC(=S)NS(=O)(=O)c1ccc(C)cc1 | 0.0% | 0.0% | -1.0% | 12.4% | 26.5% | 11.9% | -2.9% | 16.8% | 8.4%
CSc1cccc(NC(=O)CSc2nnc(C)s2)c1 | 12.3% | 5.4% | -5.8% | -13.1% | 0.0% | -6.3% | 2.2% | -0.4% | -0.3%
N#Cc1c(F)cccc1N1CCC(C#N)CC1 | 19.4% | -3.3% | 4.7% | -0.9% | 31.7% | ? | -9.7% | ? | -11.5%
CCc1cnc2c(c1SCC(=O)c1ccc(Cl)cc1)c(=O)n(C)c(=O)n2C | -4.2% | 0.8% | · | · | 11.8% | 1.7% | · | 4.0% | ·
CO/N=C(\C)C(Cc1ccc(Cl)nc1)Cc1ccc(Cl)nc1 | 10.5% | 1.6% | 9.6% | -11.4% | -8.1% | 0.4% | 4.6% | 7.5% | 1.0%
Cn1cc(-c2ccccc2C(N)=O)c(=O)c2ccccc21 | 2.8% | -2.9% | -0.3% | 14.8% | 27.1% | 0.4% | -0.3% | 13.1% | 2.7%
COc1cccc(NC(=O)COC(=O)C2C3CC4OC(=O)C2C4C3)c1 (stereo not drawn) | 2.7% | -1.3% | 10.9% | 9.6% | 4.9% | 7.1% | -13.8% | 8.2% | 12.9%
CCOC(=O)c1c(Nc2ccccc2N)cc(C)nc1C | -15.8% | 69.0%[activator] | 0.7% | -1.3% | 8.7% | -27.3% | -0.2% | -7.2% | -2.6%

Compound activity as filed in PubChem.
